# mcGAS MS inh: mouse cGAS inhibition by mass spec; hit rate 0.18% among 130,000; inhibition, % at 12.5 µM; recombinant mouse cGAS, cGAMP by RapidFire MS;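 active = inhibition of cGAS enzyme activity at or above 60%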;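 also: enzyme stimulated by 45 bp dsDNA with ATP and GTP substrates; cGAMP share of summed cGAMP plus half ATP and half GTP signals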
# Target sequence (Q8C6L5 whole entry, looked up): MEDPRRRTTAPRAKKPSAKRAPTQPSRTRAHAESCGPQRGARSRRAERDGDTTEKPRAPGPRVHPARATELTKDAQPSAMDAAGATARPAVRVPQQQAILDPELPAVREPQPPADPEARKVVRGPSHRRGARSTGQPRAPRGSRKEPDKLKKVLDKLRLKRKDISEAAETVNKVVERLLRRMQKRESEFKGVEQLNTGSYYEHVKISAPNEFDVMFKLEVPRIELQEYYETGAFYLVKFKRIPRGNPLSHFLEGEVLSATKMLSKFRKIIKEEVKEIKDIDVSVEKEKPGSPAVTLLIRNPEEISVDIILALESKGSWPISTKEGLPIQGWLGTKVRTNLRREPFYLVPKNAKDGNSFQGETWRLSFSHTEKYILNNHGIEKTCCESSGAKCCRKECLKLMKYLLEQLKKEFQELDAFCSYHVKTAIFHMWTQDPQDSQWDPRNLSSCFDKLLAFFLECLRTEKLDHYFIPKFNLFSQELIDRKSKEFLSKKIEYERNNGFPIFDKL
# * hit, by the source's call; & = joins results of further samples.
SMILES,mcGAS MS inh
COc1ccc2oc(C(F)(F)C(F)F)cc(=O)c2c1,-13.1
Cc1cccc(S(=O)(=O)NC(=O)C2(C)CCN2C(=O)CC2CC2)c1 (stereo unspecified),-11.2
Cc1nc(Cl)cc(NCc2ccccc2CO)n1,-29.8
Cc1cc(Br)ccc1SCC(=O)NC(C)(C(N)=O)c1ccccc1 (stereo unspecified),-0.4
Cc1ncc(CN2CCOC(Cc3cccc4ccccc34)C2)n1C (stereo unspecified),-8.5
CC1CCCC(NC(=O)C(C)n2ncn3cccc3c2=O)C1C (stereo unspecified),2.0
Cc1ccc(C(=O)Nc2ccc(N(C)C)cc2C(F)(F)F)cn1,-6.1
CN(C1(C)CCS(=O)(=O)C1)S(=O)(=O)c1ccc2ccccc2c1 (stereo unspecified),6.7
CC(C)c1ccc(-n2nc(C(=O)O)c(=O)n(Cc3cccc(F)c3)c2=O)cc1,-1.4
Cn1c(=O)[nH]c(=O)c2c1nc(N1CCN(Cc3ccccc3)CC1)n2Cc1cccc2ccccc12,5.1
Cc1ccc(CCC(=O)N(C)c2ccc(-c3ccccc3)nn2)o1,-4.5
COc1ccc(-c2cnnc(NCCOc3cccnc3)n2)cc1,-2.1
C=Cc1cccc(CN2CCC(CNC(=O)c3ccc(=O)[nH]n3)C2)c1 (stereo unspecified),-3.8
CCOc1ccc(-n2nnc3c(=O)n(CC(=O)c4ccccc4)cnc32)cc1,9.2
Cc1nc2c(cc1C(=O)NCc1ccc(N3CCCN(C)CC3)nc1)c(C)nn2C,7.3
CNC(=O)CSc1nc2c(cnn2CCO)c(=O)[nH]1,-28.7
C=Cc1ccc(C(=O)N2CCC(Cc3ccc(OC)cc3)(C(=O)OCC)CC2)cc1,-8.5
CC(C)CCN1CCN(Cc2nc3ccccc3[nH]2)CC1CCO (stereo unspecified),-9.0
CCCCNc1nc(CC)c2c(c1C#N)CC(C)(C)OC2,-19.9
Nc1ccc(C(=O)N2CCC(c3ccnc(-c4ccc(F)c(CO)c4)c3)C2)cn1 (stereo unspecified),-27.6
CCc1ccc(S(=O)(=O)Nc2csnc2C(=O)OC)s1,9.2
CC(c1ccc(NC(=O)c2cc(C3CC3)[nH]n2)cc1)N1CCOCC1 (stereo unspecified),-7.5
CCCCSc1oc(-c2ccco2)nc1S(=O)(=O)c1ccc(F)cc1,5.4
CCn1cc(CN2CCC(C(=O)Nc3ccc(-c4cccc(C)c4)cc3)CC2)c(C)n1,-18.5
COCCCNC(=O)C1CN(C(=S)NC(C)C)CC1c1ccc(OC)cc1 (stereo unspecified),-10.1
COc1ccc(Cl)cc1NCCC(=O)N1CC(C)(C)C1(C)C,-2.2
Cc1cc(C(=O)Nc2cc(C#N)cn2C(C)(C)C)nn1C(C)(C)C,3.6
Cc1cc(Br)ccc1NC(=O)Cn1c2ccccc2c(=O)c2ccccc21,-7.9
Cc1cc(C(=O)N2CCOC(Cc3ccccc3)C2)cc(Cl)n1 (stereo unspecified),-3.2
O=C(N/N=C(/c1ccccc1)c1ccncc1)NC(=O)c1c(F)cccc1F,-4.4
CC(C)(C)NC(=O)NC(=O)COC(=O)C1CC2CCCC(C1)C2=O (stereo unspecified),-8.6
c1csc(CN=C2SCC3CCCCN23)c1 (stereo unspecified),-1.1
O=C(O)Cn1c(=O)oc2ccccc21,-1.3
Cc1cc(NC(=O)N2CCCN(C(=O)CC3CCCC3)CC2)on1,-2.3
CC(=O)c1ccc(S(=O)(=O)N2CCN(C(=O)c3cnccn3)CC2)cc1,-5.2
O=C(Cn1nc2n(c1=O)CCCCC2)Nc1nncs1,-9.6
N#CCCn1cc(C(=O)CN2CCOCC2)c2ccccc21,1.7
CCC(CC)n1nc(C)cc1NC(=O)CCn1nnnc1C,-3.6
CCN(CC(=O)NCc1ccc(F)cc1)C(=O)c1cc(F)cc(F)c1,-6.9
CNC(=S)N(Cc1ccco1)C1CC(=O)N(c2ccc(OC)cc2)C1=O (stereo unspecified),-1.6
O=c1[nH]c(CNc2ccccc2)nc2sc3c(c12)CCN(Cc1ccccc1)C3,-4.4
CCOC(=O)c1nn(-c2ccc(F)cc2)c(=O)cc1NCCCN(C)C,0.3
CNC(=O)CN=Cc1c(O)n(CCOC)c(=S)[nH]c1=O,-14.2
Cc1c(CC(=O)N(C)Cc2nccs2)c2c(n1CC(C)C)CC(C)(C)CC2=O,-3.5
CS(=O)c1nncn1-c1nccc(Oc2ccc(F)cc2)n1 (stereo unspecified),1.0
COC(=O)C(O)=CC(C)=O,12.0
CC(=O)c1nnn(-c2nc(N3CCOCC3)nc(N3CCOCC3)n2)c1C,-6.9
CCN(Cc1ccccc1)C(=O)C1OC(Cc2ccccc2)=NN1C(C)=O (stereo unspecified),-12.8
O=C(CSc1ccccn1)NC1CC(=O)N(C2Cc3ccccc3C2)C1 (stereo unspecified),-7.4
N=c1sccn1CC(=O)NCc1cccs1,-4.3
CC(=O)O[C@]1(C(C)=O)CC[C@H]2[C@@H]3C=C(C)C4=CC(=O)CC[C@]4(C)[C@H]3CC[C@@]21C,12.1
CCN(C(=O)CN1CCN(c2ccc([N+](=O)[O-])c3cnccc23)CC1)c1ccccc1,10.2
CC(=O)N1CN(CCC(C)C)Cc2c1sc1c2CCCC1,-2.2
COCc1cc(N2CCOc3c(O)cc(-c4ccc(C)s4)cc3C2)ncn1,-27.2
Cn1nnnc1SCC(=O)c1ccccc1Cl,-6.3
O=C1CC(=NN2C(=O)CC(c3ccc(O)cc3)C3=C2CCCC3=O)C(c2ccccc2)=NN1 (stereo unspecified),-7.6
CC(C)(C)CC(=O)Nc1cccc(S(=O)(=O)C2CCCC2)c1,-3.0
O=C1c2ccccc2CCc2cc(Cl)sc21,-3.2
COc1ccc(-n2nnn(CN3CC(C)OC(C)C3)c2=S)cc1 (stereo unspecified),-2.0
Cc1ccc(N2CC[C@@](C)(O)[C@@H](Cc3ccccc3)C2)nn1,-20.6
# Continued:
SMILES,mcGAS MS inh
Cc1ccc(S(=O)(=O)/C(C#N)=C/N2CCC(C(N)=O)CC2)cc1C,-3.0
Cc1nn(CCNC(=O)c2noc(C)c2CO)c(C)c1Cl,-15.1
CCOC(=O)c1noc(NC(=O)c2ccc(C(F)(F)F)cc2)c1-c1ccccc1,-0.2
CC(CC(=O)c1cccc(Br)c1)C(=O)Nc1nn[nH]n1 (stereo unspecified),-31.0
COc1ccccc1C=CC(=O)c1ccc(C#N)cc1,5.2
O=C(C1CCOCC1)N1CCOC(Cc2ccccc2)C1 (stereo unspecified),-1.9
CC(C)n1nnnc1SCC(=O)N(C)C1CCS(=O)(=O)C1 (stereo unspecified),9.1
C[C@@]1(O)CCN(C(=O)CN2CCCCCC2=O)C[C@@H]1Cc1ccccc1,-4.1
NC(=O)c1cccc(NC(=O)C2CCCc3ccccc32)n1 (stereo unspecified),-0.2
O=C(O)c1cc(=O)[nH]n1-c1ccc(Cl)nn1,6.3
Cc1ccc(S(=O)(=O)N(C)C)cc1NS(=O)(=O)c1ccc2[nH]c(=O)oc2c1,-6.1
O=C1CSC(c2ccc(Br)cc2)N1C1CCCCC1 (stereo unspecified),-14.0
COc1ccccc1CC(=O)N/N=C1\CCSc2ccccc21,-3.8
Fc1ccccc1-c1cnnc(N2CCN(Cc3ccc4c(c3)OCO4)CC2)n1,10.1
CCOC(=O)N1CCN(C(=O)c2cc(N3C(=O)CCS3(=O)=O)ccc2Cl)CC1,-3.9
CC(C)c1ccc(/C(=C2\C(=O)c3ccccc3N2C)[N+](=O)[O-])cc1,-8.9
O=[N+]([O-])c1cccc(C2=Nn3c(Cc4ccccc4)nnc3SC2)c1,-2.7
COc1ccc(NC(=O)c2sc(=O)n(Cc3ccccc3C)c2C)cc1OC,-0.9
CN(Cc1cnc2nc(N)nc(N)c2n1)c1ccc(C(=O)NC(CCC(=O)O)C(=O)O)cc1 (stereo unspecified),-0.2&11.8
c1ccc(-c2noc3c2CN(Cc2noc(C4CCCO4)n2)CC3)cc1 (stereo unspecified),-21.0

# Part of the list above, bar-delimited:
SMILES | mcGAS MS inh
COc1ccccc1C=CC(=O)c1ccc(C#N)cc1 | 5.2
O=C(C1CCOCC1)N1CCOC(Cc2ccccc2)C1 (stereo unspecified) | -1.9
CC(C)n1nnnc1SCC(=O)N(C)C1CCS(=O)(=O)C1 (stereo unspecified) | 9.1
C[C@@]1(O)CCN(C(=O)CN2CCCCCC2=O)C[C@@H]1Cc1ccccc1 | -4.1
NC(=O)c1cccc(NC(=O)C2CCCc3ccccc32)n1 (stereo unspecified) | -0.2

# Retrieved one by one from above:
SMILES,mcGAS MS inh
Cc1nn(CCNC(=O)c2noc(C)c2CO)c(C)c1Cl,-15.1
O=C1CSC(c2ccc(Br)cc2)N1C1CCCCC1 (stereo unspecified),-14.0
O=C(C1CCOCC1)N1CCOC(Cc2ccccc2)C1 (stereo unspecified),-1.9
NC(=O)c1cccc(NC(=O)C2CCCc3ccccc32)n1 (stereo unspecified),-0.2
CCOC(=O)N1CCN(C(=O)c2cc(N3C(=O)CCS3(=O)=O)ccc2Cl)CC1,-3.9
O=[N+]([O-])c1cccc(C2=Nn3c(Cc4ccccc4)nnc3SC2)c1,-2.7
CC(C)n1nnnc1SCC(=O)N(C)C1CCS(=O)(=O)C1 (stereo unspecified),9.1

# More compounds
SMILES,mcGAS MS inh
CCCc1nc(C2CN(C(=O)C(C)N3CCCCC3=O)CCO2)n[nH]1 (stereo unspecified),-10.9
CCCc1nc(N(C)Cc2cnc(NC)nc2)c2cnn(C)c2n1,1.8
CSCc1nc2ccccc2n1CC(=O)Nc1ncc(C)s1,21.1
C=CCn1c(=O)c2c(nc3n2CC(C)=NN3Cc2ccc(Br)cc2)n(C)c1=O,-1.5
Cc1cncc(N[C@H](C)c2ccccc2)n1,-10.2
CC(NC(=O)CS(=O)(=O)c1nnc(C(F)(F)F)n1C)c1cccc(Cl)c1 (stereo unspecified),6.1
NC(=O)c1cccc(NC(=O)COCCOc2ccccc2)n1,-34.9
CCCC(C)(C)NC(=O)CCN1CCN(C(C)=O)CC1,-9.6
Cc1nonc1OCCNC(C)C(=O)NC1CCCC1 (stereo unspecified),-5.8
c1ccc(-c2cn(C3CCN(Cc4ccoc4)CC3)nn2)cc1,-6.4
COc1ccc(CCN2CC(C(=O)N(C)C3CCOCC3)CCC2=O)cc1 (stereo unspecified),-5.2
CN(C)CCNc1nc2c(F)cccc2s1,-28.8
CC(NC(=O)c1ncc[nH]1)C12CC3CC(CC(O)(C3)C1)C2 (stereo unspecified),-7.2
CNS(=O)(=O)c1cc(C(=O)N2CCN(CC#N)CC2)ccc1F,-7.9
Cn1nnc2c(Nc3cccc(Br)c3)ncnc21,-8.9
O=C1CCC2(CCN1)CCN(c1nc3ccccc3s1)CC2,-11.7
COc1ccc2ccccc2c1[C@@H]1C[C@H]2CN(C)C(=O)[C@]23CCCN13,-14.8
CCC(C(=O)Nc1c(C)nc2ccc(Cl)cn2c1=O)c1ccccc1 (stereo unspecified),-9.5
CCO[C@H]1COC[C@@H]1NC(=O)CN1CCCCCC1,-7.8
CN(Cc1ccsc1)C(=O)c1sccc1-n1cccc1,-3.1
O=C(C1CCCCO1)N1CCc2[nH]nc(-c3ccc(-c4ccccc4)cc3)c2C1 (stereo unspecified),-11.4
O=C(CC12CC3CC(CC(Br)(C3)C1)C2)Nc1nncs1,-9.3
CCC(O)(CC)CNC(=O)C1(CC)COC1,0.7
C#CCn1c(=NC(=O)c2cccs2)sc2cc(S(C)(=O)=O)ccc21,-5.6
Cc1ccsc1-c1nc(CN2CCCN(C(=O)C3CCCO3)CC2)c(C)o1 (stereo unspecified),-5.3
CCN1CCN(c2nc3c(C)cccn3c(=O)c2C=C2SC(=S)N(CCOC)C2=O)CC1,-4.9
Cc1ccsc1CN(C)C(=O)c1cc(CN(C)Cc2ccccc2)on1,-46.6
Nc1ccc(S(=O)(=O)c2ccccc2)cc1,-7.0
CC1CC(C)(C)CC2(C1)OCC(Cn1cncn1)O2 (stereo unspecified),3.8
O=C(/C=C/c1ccccc1)N1CCn2c(nnc2C(=O)N2CCCCC2)C1,-0.4
CCOc1ccccc1-c1nc(C(F)(F)F)nc(C)c1C,-17.9
Cc1[nH]c2ccc(CNC(=O)COc3ccc(-n4cnnn4)cc3)cc2c1C,-16.5
CCOC(=O)/C(C#N)=C\c1[nH]c(C)c(C(=O)OCC)c1OC,-9.0
Cc1ccsc1CNc1cccc(C(=O)N[C@H](C)C(N)=O)c1,-3.1
CC1CCCN(C(=O)CSc2nnc(Nc3cccc(F)c3)s2)C1 (stereo unspecified),-7.3
Cc1cn2c(nc3c2c(=O)n(CC(=O)OCc2ccccc2)c(=O)n3C)o1,0.4
Cc1c(C(=O)NCc2ccc(Cl)c(Cl)c2)sc(=O)n1Cc1ccccc1F,-3.4
Cc1nc(Cl)c2c3c(sc2n1)CCCC3,-0.8
CC[S+](CC)Cc1ccccc1,-6.3
CC(C)(C)C1CCC(NC(=O)c2cccnc2Oc2ccc(Cl)cc2)CC1 (stereo unspecified),-5.5
Cc1ccc2cc(CN3CCCOCC3)c(=O)[nH]c2c1,17.9
CCCNC(=O)C1(C)CCN(Cc2cc(C(F)(F)F)ccc2Cl)C1 (stereo unspecified),-1.5
CCN(CC)C(=O)c1cc2ccc(C(C)(C)C)cc2[nH]1,-11.0
Cc1cc(C)cc(NCCC(=O)N=c2sccn2C)c1,-11.4
CCN1CCN(c2ccc(CNC(=O)CCN3CCSC3=O)cn2)CC1,-3.5
CC(CC(=O)NCc1ccccc1C(F)(F)F)n1ccnc1 (stereo unspecified),-12.1
C[n+]1cccnc1N,-4.2
CCOc1ccc(-c2ccc(=O)n(Cc3cccnc3)n2)cc1,-9.2
COc1cc(CC(=O)Nc2ccc(N(C)C)cc2)cc(OC)c1OC,1.6
COc1cccc(C(NS(=O)(=O)c2c(C)cc(C)cc2C)c2nccn2C)c1 (stereo unspecified),0.8
Cc1cccc(C(=O)N(CCN(C)C)c2cccc(Br)c2)c1,-6.6
COc1ccc(CCNC(=O)NCC2CN(c3ccc(OC)c(OC)c3)C(=O)O2)cc1 (stereo unspecified),-20.5

# High-throughput results: PubChem BioAssay, Fisher Drug Discovery Resource Center

# The list is partial; count on the stated rates, not on these rows.
